# Screening results deposited in PubChem BioAssay by several laboratories.
# Rac1 GTP hydrolysis = MgcRacGAP GTPase-activating activity inhibitors, confirmation, biochemical, ADP Hunter fluorescence. 340,000 tested, 0.6% active. inhibition, % at 30 µM, or IC50 in µM where a hit was titrated. MgcRacGAP-stimulated Rac1 GTP hydrolysis, ADP Hunter fluorescence; higher % means a stronger effect; GST-tagged Rac1 F28L mutant substrate. AID 624330;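 active = first-screen hits whose inhibition reached a set limit at any dose in the follow-up dose series; inconclusive = inhibition above the set first-screen limit but never retested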;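 also: fluorescence reports GDP produced by GAP-driven GTP hydrolysis; strong numbers were not always called active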
# GPR35 arrestin U2OS = GPR35 antagonists blocking zaprinast-driven arrestin recruitment, primary screen, imaging, U2OS, beta-arrestin-GFP, zaprinast agonist (AID 2058) | 290,000 tested, 0.052% active | one-dose inhibition, % at 10 µM; IC50 in µM for titrated hits | U2OS GPR35 beta-arrestin-GFP translocation imaging, zaprinast antagonism; higher % means a stronger effect;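 active = inhibition of at least 50% with at least 30 cells and total cytoplasm GFP at most 10,000,000; inconclusive = under 30 cells or total GFP of 10,000,000 plus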
# RSV CPE inhibition = RSV antiviral activity via CPE protection, HEp-2 cells, primary 10 µM value included (AID 2391); HEp-2 cells, RSV-induced CPE inhibition; higher % means a stronger effect; CPE inhibition, % at 10 µM; hits with a dose series show IC50 in µM; 310,000 tested, 0.13% active; in the data active = a potency from the dose series; inconclusive = CPE inhibition mostly from about 23% at the one dose, without a potency; inactive = the rest, 99 in 100 with CPE inhibition below about 21%; also: strong numbers were not always called active
# K1F lysis inhibition = protection from phage-mediated lysis, alamar blue read-out – E. coli UTI89, K1F phage, bacterial capsule biogenesis inhibitors (AID 488966) | E. coli UTI89 K1F phage lysis, alamar blue, 2 h; higher % means a stronger effect | one-dose inhibition, % at 100 µM; IC50 in µM for titrated hits | 340,000 tested, 0.02% active;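 active = phage lysis inhibition, versus mean bacterial control, above a set limit; inconclusive = no clear call, values can overlap the other calls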;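 also: capsule biogenesis inhibitors block K1F phage lysis so surviving cells raise fluorescence; higher fluorescence means more inhibition of phage lysis; actives were called in the ten point dose series up to 300 µM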
# GPR55 LPI antagonism = inhibition of LPI-stimulated GPR55 beta-arrestin translocation – imaging, U2OS, beta-arrestin-GFP, LPI agonist, primary screen (AID 2013); 290,000 tested, 0.13% active; U2OS GPR55 beta-arrestin-GFP translocation imaging, LPI antagonism; higher % means a stronger effect; inhibition, % at 10 µM, or IC50 in µM where a hit was titrated;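 active = spots per cell inhibited over 60%, with over 100 cells counted and total cytoplasm intensity under 500,000; inconclusive = wells with under 100 cells, flagged as likely toxic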;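 also: U2OS cells stably carrying GPR55 and arrestin-GFP stimulated by 5 µM LPI near EC80; imaged beta-arrestin-GFP aggregate spots per cell after agonist stimulation; plate controls were LPI-stimulated DMSO wells for no effect and DMSO wells without LPI for full effect; some results filed as inactive read as strong as hits; confirmed hits need IC50 under 10 µM and bright autofluorescent wells are also inconclusive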
# SV40 large T antigen = SV40 large T antigen inhibitors, biochemical (AID 1903); SV40 large T antigen ATPase/helicase inhibition assay; higher % means a stronger effect; one-dose inhibition, % at 20 µM; IC50 in µM for titrated hits; 310,000 tested, 0.39% active; in the data active = a potency from the dose series; inconclusive = inhibition mostly from about 32% at the one dose, without a potency; inactive = the rest, 99 in 100 with inhibition below about 32%; also: strong numbers were not always called active
# HIV peptide binding = inhibitors of HIV fusion peptide binding, primary screen, biochemical, uHTS, fluorescence dequenching (AID 1986). inhibition, % at 20 µM; hits with a dose series show IC50 in µM. cell-free peptide binding, fluorescence dequenching, 30 min; higher % means a stronger effect. 290,000 tested, 0.3% active; in the data active = inhibition mostly above about 52%, no sharp cut-off; inactive = mostly below about 76%; also: some results filed as inactive read as strong as hits
# NS5 inhibitors = flavivirus cap methylation enzyme inhibition – biochemical, confirmation dose response, primary screen (AID 588689); Dengue-2 NS5 methyltransferase capping enzyme assay, biochemical; higher % means a stronger effect; inhibition, % at 25 µM; hits with a dose series show IC50 in µM; 340,000 tested, 0.3% active; in the data active = a potency from the dose series; inconclusive = inhibition above about 29% without an active follow-up result
# PhoP inhibition = PhoP-dependent GFP reporter repression – Salmonella Typhimurium, primary screen (AID 1863). S. Typhimurium PhoP-regulated promoter GFP reporter, 4 h; higher % means a stronger effect. inhibition, % at 50 µM, or IC50 in µM where a hit was titrated. 300,000 tested, 0.16% active;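 active = inhibition over 29.93%, a cutoff 3 SD above the screen mean, later confirmed by dose response; inconclusive = inhibition over 29.93% but no dose response follow-up; inactive = inhibition at most 29.93% or unconfirmed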;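 also: 0% = low Mg2+ inducing control and 100% = high Mg2+ repressing control; strong numbers were not always called active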
# NS5 inhibitors pilot replicate = further read-out of NS5 inhibitors, marked with its call; inhibition, %; measured here: pilot screen replicate inhibition
# The depositor's hits bear a star; ? = inconclusive; · = no result given; & = joins results of further samples; [ ] = another dose, or the depositor's remark. The list is partial. The share of hits here may be higher or lower than overall.
SMILES,Rac1 GTP hydrolysis,GPR35 arrestin U2OS,RSV CPE inhibition,K1F lysis inhibition,GPR55 LPI antagonism,SV40 large T antigen,HIV peptide binding,NS5 inhibitors,PhoP inhibition,others
C[N+]1(C)[C@@H]2CC(OC(=O)[C@H](CO)c3ccccc3)C[C@H]1[C@@H]1O[C@@H]12 (stereo partly specified),3%&5%,-3%&-1%,1.1%,2.1%&2.7%,-5%&14%,2%&2%,1.4%&-0.9%,-1%&-1%,4%&-3%,
Cc1cccc(C)c1NC1=NCCCS1,4%,4%,-3.0%,1.5%,10%,12%,-1.0%,0%,-3%,
CCN1C(=O)NC(=O)/C(=C\c2cn(CC(=O)N3CCCCC3)c3ccccc23)C1=O,1%,9%,2.0%,-0.7%,23%,5%,93%*,?,-128%,
COc1cc2c(cc1OC)C(C(=O)N(C)C1CCCCC1)C1CCCCN1C2=O (stereo unspecified),7%,3%,1.6%,1.2%[50 µM],11%,5%,0.1%,1%,-15%,
C=CC[N+]1(C)CC[C@]23c4c5ccc(O)c4O[C@H]2C(=O)CC[C@@]3(O)[C@H]1C5 (stereo partly specified),3%,·,-0.1%,4.6%,·,14%,·,-4%,-5%,
CC(c1ccccc1)n1cncc1C(=O)N1CCCC1=O (stereo unspecified),0%,-2%,-1.8%,0.5%,8%,-1%,-1.8%,1%,-11%,NS5 inhibitors pilot replicate=0.0
CC(C)CNC(=O)c1c(N)n(Cc2ccc3c(c2)OCO3)c2nc3ccccc3nc12,8%,-4%,6.6%,-0.4%,6%,5%,4.1%,-1%,9%,
O=C(N/N=C/c1c(O)n(-c2ccccc2)c(=S)[nH]c1=O)c1ccccc1,·,0%,·,·,9%,-3%,4.2%,·,-11%,
COc1ccc(CN2CCCC(C(=O)c3ccc(Cl)cc3)C2)c(O)c1 (stereo unspecified),5%,9%,-0.9%,0.2%,0%,3%,-0.6%,-5%,12%,
O=C(COc1ccccc1)N1CCN(CCN2C(=O)c3cccc4cccc(c34)C2=O)CC1,9%,-10%,0.3%,-0.9%,11%,10%,-0.8%,-7%,-6%,
Cc1ccc(C(=O)O)cc1N=Nc1c(O)[nH]c(=O)[nH]c1=O,0%,-8%,0.5%,-3.6%,-1%,24%,1.2%,-3%,-7%,
O=C1NC(=O)C(=Cc2ccc(N3CCN(C(=O)c4ccccc4)CC3)c([N+](=O)[O-])c2)C(=O)N1,14%,0%,2.0%,-0.1%,4%,34%,-1.7%,20µM*,-4%,
CCCC(C)C1(CC)C(=O)NC(=Nc2ccccc2OC)NC1=O (stereo unspecified),8%,11%,-2.4%,0.7%,-2%,1%,0.2%,-1%,-2%,
CN(C(=O)Oc1ccc(C(=O)c2ccc(Cl)cc2)cc1)c1ccccc1,-7%,0%,2.5%,2.3%,-4%,11%,1.4%,-10%,-12%,
OCCOCCO,4%,·,4.2%,6.2%,·,·,·,0%,·,
O=C1C2CCCN2C(c2cccs2)N1c1ccccn1 (stereo unspecified),4%,18%,0.9%,0.3%,-10%,12%,-1.9%,2%,9%,
CCC(=NCc1ccco1)c1c(O)n(C2CCCCC2)c(=O)[nH]c1=O,13%,11%,1.1%,0.1%,9%,7%,-1.9%,-10%,-3%,
CC1=CC(=O)C2=C(C)CC(O)C3C(C)C(=O)OC3C12 (stereo unspecified),11%,2%,0.3%,0.8%,-5%,9%,40%,4%,-6%,
O=C(O)CCn1cc(C=C2C(=O)NC(=S)NC2=O)c(-c2ccccc2)n1,86µM*,-5%,0.7%,0.7%,5%,26%,13%,7.6µM*,2%,
O=c1[nH]c(=O)n(C2CCCCCC2)c(O)c1C=NCCCN1CCOCC1,6%,-1%,0.5%,1.9%,-1%,6%,3.5%,-4%,5%,
Cc1cccc(-n2c(O)c(/C=N/Nc3nc4c(c(=O)n(C)c(=O)n4C)n3C)c(=O)[nH]c2=S)c1,21%,-8%,2.2%,2.8%,-1%,13%,-1.9%,1%,-13%,
C[n+]1c2ccccc2nc2ccc(NCCO)cc21,6%,2%,0.8%,0.1%,11%,-4%,2.4%,19µM*,11%,
Cc1cccc(-n2c(O)c(C=Nc3ccc(Br)cn3)c(=O)[nH]c2=O)c1,3%,12%,0.6%,0.6%,7%,16%,144%,-13%,4%,
Cc1cccc(N2C(=O)/C(=C/N3CCN(C(=O)c4ccco4)CC3)C(=O)NC2=S)c1,19%,-12%,2.8%,0.7%,6%,7%,9.7%,1%,-10%,
CCOc1cccc(C2NCc3ccccc3-n3cccc32)c1O (stereo unspecified),5%,2%,1.5%,0.5%,8%,10%,-0.7%,·,5%,
O=P(Nc1cccc(F)c1)(Oc1ccccc1F)Oc1ccccc1F,-9%,-17%,11%,-0.4%,32%,11%,1.6%,2%,-11%,
CCN(CC)C(=O)c1ccc(NC(=O)COC(=O)c2ccc(Cl)s2)cc1,2%,·,0.5%,0.3%[50 µM],·,·,·,0%,·,
CCOc1ccc(N2C(=O)/C(=C\c3cccs3)C(=O)NC2=S)cc1,·,-1%,1.5%,·,17%,27%,56%*,·,-1%,
COC(=O)C1(C(=O)O)Cc2cc([N+](=O)[O-])ccc2N2CCCC21 (stereo unspecified),7%,20%,1.4%,1.6%[50 µM],-2%,1%,-1.3%,3%,3%,
Cc1ccc(C2N(c3cc(C)on3)C(=O)C3CCCN32)cc1 (stereo unspecified),7%,-6%,2.1%,0.2%,-2%,5%,0.6%,-7%,11%,
CC(C)COP(=O)(OCC(C)C)C(O)c1cccnc1 (stereo unspecified),-4%,-30%,1.8%,0.3%,10%,13%,2.9%,-6%,-4%,
Cc1cc(OCC(=O)N2CCC(C(=O)NCC(C)C)CC2)c2c3c(c(=O)oc2c1)CCCC3,-6%,12%,16%,-0.1%,5%,13%,5.9%,-5%,-4%,
O=C1N=c2ccccc2=C/C1=C\c1c(O)[nH]c(=S)[nH]c1=O,16%,-7%,2.6%,1.3%[50 µM],8%,?,3.4%,5%,-17%,
COCCNC(=O)Cn1cc(C=C2C(=O)NC(=O)NC2=O)c2ccccc21,7%,0%,1.3%,0.1%,9%,10%,43%,?,-63%,
CC(=O)Nc1cc(C(=O)N2CCC3(CC2)OCCO3)ccc1S(=O)(=O)c1ccc(Cl)cc1,4%,7%,2.1%,3.3%,5%,16%,-0.6%,-6%,-2%,
CN1CCN(C(=S)SCC(=O)Nc2ccc(Cl)cc2C(=O)c2ccccc2)CC1,8%,-5%,3.4%,0.0%,17%,-1%,-0.4%,2%,-5%,
Cn1c[n+](C)cc1C(O)c1ccccc1 (stereo unspecified),-2%&1%,-3%&-2%,2.1%&3.1%,-0.1%&0.2%,-9%,26%&7%,-0.3%&-1.8%,8%&-5%,-6%&-15%,
NS(=O)(=O)c1ccc(-c2ccc(C=C3C(=O)NC(=O)NC3=O)o2)cc1,?,13%,1.5%,-0.9%,-15%,75%,44%,>100µM*,-10%,
O=C1NC(=O)C2(C(=O)N1)C(c1ccc(F)cc1)NC(=S)NC2c1ccc(F)cc1 (stereo unspecified),4%,-15%,3.0%,-0.7%,1%,11%,17%,-7%,-5%,
CC(C)c1ccc(N2C(=O)CC(=O)NC2=O)cc1,9%,-3%,0.4%,0.0%,2%,11%,7.3%,-12%,-2%,
Nc1nc(SCCC(F)=C(F)F)n[nH]1,-5%,8%,1.2%,-0.3%,-6%,8%,-1.0%,-9%,-2%,
O=C1CC(=O)N(c2cccc(F)c2)C(=O)N1,8%,-3%,1.0%,-0.2%,1%,10%,6.1%,-11%,-2%,NS5 inhibitors pilot replicate=-8.5
Clc1ccc(C(c2ccc(Cl)cc2)n2cc[n+](CC(OCc3ccc(Cl)cc3Cl)c3ccc(Cl)cc3Cl)c2)cc1 (stereo unspecified),27%,·,-3.7%,-20%,·,30%,·,26%,10%,
CC1CCCC(NC(=O)COC(=O)c2cn(C)c3ccccc23)C1C (stereo unspecified),6%,·,0.2%,0.5%[50 µM],·,·,·,-5%,·,
Cc1ccc(CN2C(=O)CN=C(c3ccccc3)c3ccccc32)cc1,7%,-7%,8.4%,5.2%,25%,9%,-2.1%,-6%,4%,

# Gathered by group: the entries above containing a thiophene ring, fused or not (three)
SMILES,Rac1 GTP hydrolysis,GPR35 arrestin U2OS,RSV CPE inhibition,K1F lysis inhibition,GPR55 LPI antagonism,SV40 large T antigen,HIV peptide binding,NS5 inhibitors,PhoP inhibition,others
O=C1C2CCCN2C(c2cccs2)N1c1ccccn1 (stereo unspecified),4%,18%,0.9%,0.3%,-10%,12%,-1.9%,2%,9%,
CCN(CC)C(=O)c1ccc(NC(=O)COC(=O)c2ccc(Cl)s2)cc1,2%,·,0.5%,0.3%[50 µM],·,·,·,0%,·,
CCOc1ccc(N2C(=O)/C(=C\c3cccs3)C(=O)NC2=S)cc1,·,-1%,1.5%,·,17%,27%,56%*,·,-1%,

# Following part:
SMILES,Rac1 GTP hydrolysis,GPR35 arrestin U2OS,RSV CPE inhibition,K1F lysis inhibition,GPR55 LPI antagonism,SV40 large T antigen,HIV peptide binding,NS5 inhibitors,PhoP inhibition,others
CC(=NCCC(c1ccccc1)c1ccccc1)c1c(O)n(C)c(=O)n(C)c1=O,6%,-3%,3.4%,-0.8%,9%,9%,-0.4%,-8%,3%,
CCC(C)n1c(O)c(/C=N/Nc2ccccc2)c(=O)[nH]c1=S (stereo unspecified),16%,-7%,4.6%,-3.2%,13%,19%,15%,1%,8%,
COc1ccc(C)cc1NC1=NC(C)(C)CS1,2%,10%,1.7%,-1.3%,2%,6%,0.1%,-12%,-2%,
COc1ccc(OC)c(N2C(=O)/C(=C/c3ccco3)C(=O)NC2=S)c1,·,11%,3.6%,·,3%,11%,13µM*,·,6%,

# Two successive entries from above, for reference:
SMILES,Rac1 GTP hydrolysis,GPR35 arrestin U2OS,RSV CPE inhibition,K1F lysis inhibition,GPR55 LPI antagonism,SV40 large T antigen,HIV peptide binding,NS5 inhibitors,PhoP inhibition,others
COc1ccc(C)cc1NC1=NC(C)(C)CS1,2%,10%,1.7%,-1.3%,2%,6%,0.1%,-12%,-2%,
COc1ccc(OC)c(N2C(=O)/C(=C/c3ccco3)C(=O)NC2=S)c1,·,11%,3.6%,·,3%,11%,13µM*,·,6%,
